# Rat MKP-3 inhibitors: inhibition of rat DUSP6 enzyme activity – biochemical, in vitro, primary screen (AID 425); recombinant MKP-3 phosphatase activity, fluorescence; higher % means a stronger effect; inhibition, % at 20 µM; hits with a dose series show IC50 in µM; 0.17% of 110,000 active; in the data active = inhibition above about 50%;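 note: plate controls were vehicle for no effect and reference inhibitor for full effect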
# Hsp70 displacement: small molecules displacing fluorescent ligand from Hsp70 – biochemical, fluorescence polarization, primary screen (AID 583). Hsp70 fluorescence polarization probe displacement, mP; higher % means a stronger effect. displacement, % at 20 µM, or IC50 in µM where a hit was titrated. 0.06% of 140,000 active; in the data active = displacement above about 50%;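 note: plate controls were vehicle for no effect and reference ligand for full effect; a part of the inactive calls stands beside numbers as strong as those of hits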
# * hit, by the source's call; / = no result given; & = joins results of further samples.
SMILES,Rat MKP-3 inhibitors,Hsp70 displacement
COc1cc2nc(C3CCC3)n(NC(=O)C3CCC(OC)CC3)c(=O)c2cc1OC (configuration not stated),-16%,2.9%
CCn1c(C)c(C(C)=O)c(N2CCN(c3ccc(F)cc3)CC2)nc1=S,/,-0.4%
COc1ccc(-c2cc(-c3cccs3)c(C#N)c(SCC(=O)NCc3ccccc3OC)n2)cc1,/,-3.0%
COC(=O)C1=C(C)N(c2ccc(Br)cc2)C(=O)/C1=C\c1ccc(O)cc1,3%,2.0%
COC(=O)c1ccccc1NC(=O)CC(NCc1ccccc1)C(=O)O (configuration not stated),-5%,-0.6%
COC(=O)c1c(C)oc2cc(Br)c(OCc3ccc(F)cc3)cc12,-1%,-2.2%
CCc1nc2oc3ccccc3c(=O)c2c(=O)n1CCOC,2%,-3.2%
Cc1noc(C)c1COC(=O)Cc1ccc(Cl)cc1,-7%,4.8%
CCN1CCN(CNC(=O)c2cnccn2)CC1,-12%,15%
COc1ccc(C(=O)CCNc2ccc(C)cc2)cc1,2%,1.5%
O=C(Oc1nsnc1N1CCOCC1)N(c1ccccc1)c1ccccc1,-3%,8.9%
O=C(OCn1nnc2ccccc2c1=O)C1=COCCO1,0%,5.9%
CCOC(=O)c1cc2ccccc2n1CCN(CC)CC,/,-3.3%
CCOc1ccc(S(=O)(=O)Nc2ccccc2C(=O)NCc2ccco2)cc1,-5%,-2.3%
N#CCSc1nccc(-c2cc(Cl)sc2Cl)n1,/,-1.3%
O=C(COc1ccc(Br)cc1)Nc1ccccc1Cl,2%,-1.3%
CS(=O)(=O)N(CC(=O)Nc1cccnc1)c1ccc2c(c1)OCO2,-6%,-2.4%
CCCN1CCN(C(=O)CN2C(=O)CC(C)(C)S(=O)(=O)c3ccccc32)CC1,2%,-1.0%
CCc1ccc(N2CC(C(=O)NCc3ccc4c(c3)OCO4)CC2=O)cc1 (configuration not stated),-14%,-0.8%
C=CCN1C(=O)/C(=C\c2ccc(OCc3ccccc3)c(OCC)c2)SC1=S,0%,-2.7%
CCN(CC)S(=O)(=O)c1ccc(-c2nnc(SCC(=O)Nc3nc(C)cs3)o2)cc1,-5%,-3.7%
Cc1cc(C(=O)OCC(=O)c2c(N)n(C)c(=O)n(C)c2=O)c(C)o1,-6%,-2.2%
COc1cc2c(cc1OC)-c1cc(NC3CCCCCCC3)nc(=O)n1CC2,2%,-0.3%
O=C(NCc1nnc(SCC(=O)N2CCCCCC2)o1)c1ccco1,0%,2.3%
COc1ccc(S(=O)(=O)Nc2ccccc2C(=O)OC2CCCN(C)C2)cc1OC (configuration not stated),5%,3.3%
O=C(c1ccco1)N1CCN(C(c2ccccc2)c2nnnn2C2CCCC2)CC1 (configuration not stated),/,0.1%
Cn1c(=O)c2c(ncn2CC(=O)Nc2ccc(OCc3ccccc3)cc2)n(C)c1=O,2%,-3.9%
Cc1sc(NN=C2CCCC2)nc1-c1ccccc1,4%,0.9%
Cc1ccc(C2=NN(C(=O)OC(C)(C)C)C(O)(C(F)(F)F)C2)cc1 (configuration not stated),-1%,-3.6%
C/C(Cn1nnc([N+](=O)[O-])n1)=N\NC(=O)c1cccc(Cl)c1,0%,-1.6%
COc1ccc(CCN(C)CCCC(C#N)(c2cc(OC)c(OC)c(OC)c2)C(C)C)cc1OC (configuration not stated),-2%,3.5%
Cc1nc2sc(C#N)c(N)c2c2c1CCCC2,5%,1.9%
Cc1nc2c(-c3ccccc3)c(C)nn2c(C)c1CCC(=O)N1CCOCC1,-3%,0.4%
COc1cc2c(cc1OC)CN(Cc1ccc(C)s1)CC2,/,-1.8%
Cc1ccc2c(c1)C(c1ccccc1Br)CC(=O)N2 (configuration not stated),3%,1.4%
O=C(Oc1ccc2c(=O)c(Cl)coc2c1)c1cccnc1,/,0.9%
Cc1[nH]c(=O)c(C(=O)/C=C/c2cccs2)c2c1CCCC2,-2%,-3.2%
Cc1ccc(S(=O)(=O)N(CC(O)CN2CCOCC2)c2cc(Cl)ccc2Cl)cc1 (configuration not stated),-8%,-2.7%
CCCc1nc2oc(C(=O)c3ccccc3)c(N)c2c2c1COC(C)(C)C2,/,1.6%
Cc1cc(C)c2nc3s/c(=C\c4ccc(-c5ccccc5C(=O)O)o4)c(=O)n3c2c1,25%,-23%
CS(=O)(=O)Nc1ccccc1C(=O)N1CCCC1,3%,4.6%
CCOC(=O)c1ccc2c(c1)C1C=CCC1C(c1ccc(Cl)cc1Cl)N2 (configuration not stated),3%,7.0%
CCOc1ccc(S(=O)(=O)N(C)c2ccc(OCC(=O)N3CCOCC3)cc2)cc1,/,-4.9%
COc1ccc(Cl)cc1N1C(=O)[C@@H]2C(c3cccc(OC)c3OC)=NO[C@@H]2C1=O,1%,7.2%
COc1ccc(CNC(=O)c2cc3c(=O)n4ccccc4nc3n(Cc3cccnc3)c2=N)cc1,7%,-22%
Cc1cc(=O)[nH]c(SCCCOc2ccc(F)cc2)n1,/,-3.7%
COc1ccc(S(=O)(=O)N2CCN(c3ncnc4c(-c5ccccc5)nsc34)CC2)cc1,-4%,0.6%
Cc1ccc(-c2nn3c(C)nnc3s2)cc1NC(=O)c1ccc(OC(C)C)cc1,6%,1.0%
COc1ccc(CCNC(=O)CSc2nc(-c3ccco3)cc(C(F)(F)F)n2)cc1,-2%,2.5%
CCOC(=O)C1CCc2nc3ccccc3c(=O)n21 (configuration not stated),-12%,2.0%
# Other results follow:
SMILES,Rat MKP-3 inhibitors,Hsp70 displacement
CCOC(=O)c1cccc(NC(=O)c2cccs2)c1,0%,4.2%
CCN(CC)C(=O)CC1(c2ccccc2OC)CCOC(C(C)C)C1 (configuration not stated),/,1.5%
CCCCc1nc2n[nH]c(N)c2c2c1CCCC2,-8%,-1.3%
CCn1c2ccccc2c2cc(NC(=O)C/C(C)=N/NC(=O)OCc3ccc(OC)cc3)ccc21,-1%,0.2%
Cc1cccc(-n2c(O)c(C=NCc3ccc(F)cc3)c(=O)[nH]c2=O)c1,2%,-1.2%
CCc1ccc2nc(NC3=NCN(CCCN4CCOCC4)CN3)nc(C)c2c1,-9%,1.3%
COc1ccccc1C(=O)Nc1cc2cc(Cl)ccc2oc1=O,/,-3.0%
CCOc1ccc(Br)cc1S(=O)(=O)N1CCCC1,/,3.8%
CCCOc1ccc(C2C(=O)N(C3CCCCCC3)CC(=O)N2Cc2ccco2)cc1OC (configuration not stated),/,-2.2%
Cc1occc1C(=O)NC(C)CCc1ccccc1 (configuration not stated),-12%,5.8%
CC(/C=N/NC(=O)c1ccc(Br)cc1)=C\c1ccccc1,/,6.5%
CC1=C(C)CS(=O)N(S(=O)(=O)c2ccccc2)C1 (configuration not stated),/,7.2%
Clc1ccccc1CSc1ncnc2nc[nH]c12,3%,2.8%
Cc1ccc(S(=O)(=O)N2CCN(CCN3C(=O)c4cccc5cccc(c45)C3=O)CC2)cc1[N+](=O)[O-],0%,1.3%
C=CCn1c(SC)nc(O)c(Cc2ccccc2)c1=O,3%,-1.6%
OC(Cc1nc2ccccc2[nH]1)c1ccccc1Cl (configuration not stated),4%,4.4%
O=C(O)CCCCCN1C(=O)CCC1=O,0%,-3.5%
Cc1ccc(S(=O)(=O)n2cccc2)cc1,2%,5.0%
CCCCOC(=O)c1ccc(OC(=O)CCN2C(=O)c3ccccc3C2=O)cc1,4%,-2.6%
CCC(C(=O)N1CCc2ccccc21)c1ccccc1 (configuration not stated),3%,-4.3%
O=C1C=C(NNC(=O)Cc2ccccc2)CCC1,6%,-0.7%
O=C(CCCn1c(=S)[nH]c2cc3c(cc2c1=O)OCO3)NC1CC1,5%,-3.6%
O=C1C2C3C=CC(CC3)C2C(=O)N1c1ccc(F)cc1 (configuration not stated),2%,-6.4%
CN(c1ccccc1)c1ccc(/C=C2\C(=O)ON=C2c2cccc([N+](=O)[O-])c2)cc1,4%,-3.2%
CCOc1ccc(-n2c(C)c(C(C)=O)c(C(C)=O)c2C)cc1,-2%,5.4%&0.1%
COc1ccc(CCNC(=O)c2ccc(C)c([N+](=O)[O-])c2)cc1,1%,-5.2%
CC(=O)Nc1cccc(NC(=O)C2CC3CCC2C3)c1 (configuration not stated),-5%,-0.2%
O=C(NCCN1CCOCC1)c1c(F)c(F)c(F)c(F)c1F,-5%,/
Cn1c(=O)c2c(nc(Sc3ncn[nH]3)n2C)n(C)c1=O,-2%,6.1%
Cc1nonc1NC(=O)CSc1nnc(-c2ccoc2C)n1C,-2%,-2.5%
CCOc1ccc(N(CC(=O)Nc2ccccc2C)S(=O)(=O)c2c(C)noc2C)cc1,-4%,3.3%
C#CCSc1nc2ccccc2n1C(=O)CCN1C(=O)c2cccc3cccc(c23)C1=O,2%,-3.1%
O=C(O)C1CCN1C1CCCCC1 (configuration not stated),-7%,-5.5%
COC(OC)C12c3ccccc3C(c3ccccc31)C1C(=O)N(Cc3cccnc3)C(=O)C12 (configuration not stated),0%,3.5%
COc1ccc(OC)c(C(=O)COC(=O)c2ccc(C)o2)c1,1%,120%
COC(=O)c1nn(-c2ccc3c(c2)CCN3C(C)=O)cc1O,/,-3.3%
COc1ccccc1N1CCN(CC(=O)c2ccc3ccn(C(C)=O)c3c2)CC1,0%,-2.9%
O=c1[nH]c2ccccc2c(O)c1-c1cc2ccccc2oc1=O,1%,-5.8%
COc1ccc(N/C(=N\S(=O)(=O)c2ccc(NC(C)=O)cc2)Nc2nc(C)cc(C)n2)cc1OC,4%,-5.0%
CCCCCOc1ccc(NC(=O)CCCC(=O)O)cc1,0%,4.0%
O=c1cc(O)c2c(=O)n(-c3ccccc3)c3ccccc3c2o1,-9%,-1.5%
Cc1nc(N)sc1N=Nc1ccc(Br)cc1,/,-4.7%
Cc1noc(C)c1C(=O)N1CCC(Cc2ccccc2)CC1,2%,3.7%
Cc1cc(SCC(=O)N/N=C/c2ccc(O)cc2O)c(C)cc1Br,/,1.4%
O=C(O)CN(Cc1ccccc1)S(=O)(=O)c1ccc(F)cc1,7%,3.5%
Cc1cc(I)ccc1NC(=O)c1ccc([N+](=O)[O-])c(C)c1,3%,0.9%
CC(=O)OCCN(Cc1ccccc1)Cc1ccc2c(c1)OCO2,-4%,0.8%
CCCC(=O)NS(=O)(=O)c1ccc(NS(C)(=O)=O)cc1,3%,-0.5%
Cc1ccccc1-c1coc2cc(O)ccc2c1=O,-5%,-0.1%
COc1ccccc1CNC(=O)c1ccc(OC)c(OC)c1,-1%,-3.7%
# Later entries
SMILES,Rat MKP-3 inhibitors,Hsp70 displacement
COc1ccc(Br)cc1C(=O)Nc1cccc(-c2nc3ccccc3[nH]2)c1,4%,-4.3%
O=C(NCCCN1CCCCCC1)c1ccc(CS(=O)(=O)Cc2ccccc2F)o1,4%,-35%
Cc1ccccc1Cn1ccc(NC(=O)c2nc3ncccn3n2)n1,-8%,1.1%
Cc1ccc(/C(N)=N/OC(=O)c2cccc(Br)c2)cc1,0%,-2.8%
CC(NC(=O)C1CC2CCCC(C1)C2=O)c1ccccc1 (configuration not stated),-6%,-1.1%
Cc1occc1-c1nnc(SCC(=O)NCCc2ccccc2)n1Cc1ccccc1,5%,1.2%
O=C(NC(C(=O)c1ccccc1)N1CCCC1)c1ccco1 (configuration not stated),0%,-6.3%
O=C(CN(Cc1ccccc1)S(=O)(=O)c1ccccc1)Nc1cccc2ccccc12,1%,1.6%
CC(C)CNC(=O)c1cc2nc3c(c(C(F)(F)F)n2n1)CCc1ccccc1-3,/,2.0%
Cc1ccccc1Cn1c(=O)n(CCCC(=O)NCc2ccco2)c(=O)c2ccccc21,-4%,2.7%
O=C1Cn2c(nc3ccccc32)-c2ccccc2N1,-1%,1.5%
CCCCn1c2nc3ccccc3nc2c2c(=O)n(CC(C)C)cnc21,3%,-1.9%
CCNc1nc(CC)nc2c1oc1ccccc12,-1%,-1.4%
CCOc1ccc(C(=O)N2CCc3cc(OC)c(OC)cc3C2)cc1OCC,-1%,/
COC(=O)c1cc(O)cc(S(=O)(=O)c2ccc(C)cc2)c1O,2%,-1.8%
O=C(Cc1ccc(Cl)cc1)Nc1cccc(-c2nnc(-c3ccco3)o2)c1,-7%,-2.3%
CCN(CC)C(=O)CSc1ncnc2sc(-c3ccccc3)cc12,/,2.3%
COc1ccc(C(=O)NCc2ccc3c(c2)OCO3)c(OC)c1,5%,-1.6%
Cc1cc([N+](=O)[O-])ccc1NC(=S)NC(=O)/C=C/c1ccccc1,-1%,2.6%
Nc1nnc(-c2ccccc2SCc2ccccc2)s1,4%,-0.8%
O=c1[nH]c(=O)n(Cc2ccco2)c2c1C(C(F)(F)F)(C(F)(F)F)N=C(CCc1ccccc1)N2,/,-5.1%

# Not all compounds are listed; count on the stated rates, not on these rows.
